From PubChem BioAssay
JMJD2A Tudor = blocks the human JMJD2A Tudor domain. AlphaScreen JMJD2A-Tudor / H3K4me3 peptide binding. 4.4% of 390,000 active. O75164. Potency, µM (top dose mostly 114 µM), for the others: at the top dose activity change, negative = inhibition, actives largely listed as inhibitors; also: potency is read from the fitted curve at half-maximal effect; % is scaled to controls: 0 for no effect and ±100 for the full control effect; nearly all actives have a fitted effect of over 50% in size
G9a inh = G9a (human) methyltransferase inhibition. G9a H3K9 monomethylation, AlphaScreen, 2 h. Potency, µM (series often up to 102 µM), for the others: at the highest dose activity, negative = inhibition, actives largely listed as inhibitors. 8.8% of 350,000 active. Q96KQ7; also: potency is read from the fitted curve at half-maximal effect; % is scaled to controls: 0 for no effect and ±100 for the full control effect; nearly all actives have a fitted effect of over 75% in size
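Methyltransferase reactions run at room temperature for 2 h (20 nM enzyme, 500 nM biotin-H3K9 peptide, 20 uM SAM) after a 15 min compound preincubation; product detected by AlphaScreen beads and anti-H3K9me1 antibody.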
HP1b binding inh = HP1-beta chromodomain-methylated histone interaction inhibition | Potency, µM (doses to about 114 µM), without a hit: at the top dose activity change, negative = inhibition, actives largely listed as inhibitors | 0.56% of 390,000 active | AlphaScreen HP1-beta / biotin-H3K9me3 peptide binding | P83916; also: potency is read from the fitted curve at half-maximal effect; nearly all actives have a fitted effect of over 70% in size; inactives centre near 23
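HP1-beta protein (50 nM final) preincubated 30 min at room temperature with biotinylated H3(1-18)K9me3 peptide (50 nM) in PBS pH 7.4, 0.01% Tween-20, then compound added for 30 min. AlphaScreen streptavidin donor/nickel chelate acceptor beads (10 ug/mL final), 30 min dark, luminescence read.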
GLS inh = blocks human kidney-isoform glutaminase activity; GLS enzymatic activity, qHTS titration; Potency, µM (series often up to 45.5 µM), for inactives: at the highest dose activity change, negative = inhibition, most hits filed as inhibitors; AID 624170; O94925; 0.21% of 410,000 active; also: potency is read from the fitted curve at half-maximal effect; % is scaled to controls: 0 for no effect and ±100 for the full control effect
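Coupled fluorescence readout: glutamate oxidase/HRP/Amplex Red detect glutamate formed by hKGA from L-glutamine (1 mM solution added). Buffer 45 mM KH2PO4 pH 8.2, 0.02% Tween-20; reads at t0 and 30 min RT.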
RGS4 inhibitor = human RGS4 inhibition; 0.039% of 390,000 active; Potency, µM (titrated, usually from 114 µM), for the others: at the top dose activity change, negative = inhibition, most hits filed as inhibitors; Transcreener GDP fluorescence polarization, RGS4-accelerated GTP hydrolysis; also: potency is read from the fitted curve at half-maximal effect; % is scaled to controls: 0 for no effect and ±100 for the full control effect; nearly all actives have a fitted effect of over 75% in size; some results filed as inactive show a strong effect at the top dose
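MLSMR compounds (23 nl, pin-transferred) preincubated 10 min at room temperature with a 500nM (2x) first reagent, then RGS4 at 900nM (2x) plus Transcreener GDP mix added; fluorescence polarization (620/688 nm) read before and after 90 min at 30 °C.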
12-LOX inh = ALOX12 (human) lipoxygenase inhibition; Potency, µM (top dose mostly 108 µM), without a hit: at the highest dose activity change, negative = inhibition, most hits filed as inhibitors; purified 12hLO, xylenol orange hydroperoxide absorbance; AID 1671190; 1.1% of 580,000 active; also: potency is read from the fitted curve at half-maximal effect; % is scaled to controls: 0 for no effect and ±100 for the full control effect
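Purified human 12hLO (150 nM final) in 25 mM Hepes, 0.01% Triton X-100, pH 7.0 was preincubated 15 min at room temperature with compound. Then 40 uM arachidonic acid was added, 30 min. Hydroperoxide was read by Fe-XO absorbance ratio 573/405 nm.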
BAZ2B inh = BAZ2B (human) inhibition; Potency, µM (highest dose often 114 µM), without a hit: at the highest dose activity change, negative = inhibition, usual class: inhibitors; Q9UIF8; 4.4% of 360,000 active; AlphaScreen BAZ2B-H3K14Ac peptide displacement; AID 504333; also: potency is read from the fitted curve at half-maximal effect; % is scaled to controls: 0 for no effect and ±100 for the full control effect; nearly all actives have a fitted effect of over 60% in size
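BAZ2B 50 nM plus b-H3(5-23)K14Ac 50 nM, PBS pH 7.4/0.01% Tween-20, 30 min RT; compound added (max 110 uM), 30 min RT; streptavidin donor/Ni-chelate acceptor beads 10 ug/mL final, 20 min dark; AlphaScreen read.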
ERG-DNA inh = blocks human ERG Ets domain binding to DNA. Potency, µM (top dose mostly 76.9 µM), inactives show at the highest dose FP activity, negative = inhibition, usual class: inhibitors. fluorescence polarization, His-ERG Ets domain / labelled DNA. 0.028% of 370,000 active; active = well fitted inhibition curve with a large enough effect in the polarisation, with a control signal flat; inconclusive = small, poorly fitted or top-dose-only effect, or effect the other way, or a change in a side signal; inactive = no such curve, though single readings can be large or run the other way; the % refers to the polarisation;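 also: polarization taken with two DNA probes labelled with fluorescein and Texas red; potency is read from the fitted curve at half-maximal effect; % of control where 0% means no effect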
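His-tagged ERG Ets domain (1 uM in the protein solution; 300mM KCl, 50mM Tris-HCl, 1mM EDTA, 1mM DTT, pH 7.5) received compound, then a probe mix of 5 nM fluorescein-DNA and 100nM Texas-615-DNA. Fluorescence polarization was read for both dyes.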
PI4K2A block = PI4K2A (human) kinase inhibition | Q9BTU6 | 0.13% of 420,000 active | purified PI4K2A, ADP-Glo luminescence, 1 h; hits give low values | AID 1346378 | activity change, negative = inhibition, % at 76.9 µM; in the data active = activity change below about -50%; inconclusive = mostly about -30% to -49%;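 also: -100% = wells without enzyme as full effect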
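Compounds are screened against recombinant PI4K2A using PI as substrate and ATP, the latter dispensed at 300 microM. Reactions run one hour at ambient temperature before ADP-Glo detection; full inhibition defined by wells lacking enzyme.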
Starred values were filed as active, the others as inactive; ? = inconclusive; nt = not tested or not shown; [ ] = dose if it differs, or a comment. Unless noted, calls follow the shape of the dose curve; as a rule, active = well fitted curve in the direction sought with a large enough effect; inconclusive = small, poorly fitted or top-dose-only effect, or another doubt; inactive = no such curve, though single readings can be large; an effect the other way counts as inactive or inconclusive.

G9a inh | 12-LOX inh | PI4K2A block | ERG-DNA inh | RGS4 inhibitor | HP1b binding inh | BAZ2B inh | GLS inh | JMJD2A Tudor | structure
nt | ? | -1 | 9% | ? | -24% | nt | 36%[activator] | -11% | CN(C)C(=O)CSc1nc2cc(S(=O)(=O)N3CCOCC3)ccc2o1
-6% | 0% | 3 | -7% | 5% | 31% | -2% | -10% | -13% | COc1ccccc1CNC(=O)CN1C(=O)NC(C)(c2ccc(C(C)(C)C)cc2)C1=O (configuration not stated)
-2%[59 µM] | 2% | 9 | -5% | 3% | 39%[activator] | -14% | -14% | -10% | CC(C)(C)NC(=O)C(c1ccccn1)N(C(=O)C1CSC(=O)C1)c1cccc(F)c1 (configuration not stated)
-11% | -23% | -1 | -14% | 8% | 48%[activator] | 11% | -6% | 3% | Cc1ccccc1-c1noc(CCC(=O)NCCc2ccccc2)n1
nt | -4% | -6 | -3% | -3% | 35% | 12% | -18% | -14% | COc1ccccc1CC(=O)Nc1ccc2[nH]ncc2c1
9%[59 µM] | -19% | -2 | 4% | 2% | 25% | -12%[57.1 µM] | -7% | -22% | Cc1cc(OCCn2cc(C(=O)c3ccco3)c3ccccc32)ccc1Cl
nt | -2% | -1 | -5% | -3% | 26% | 12% | 3% | 11% | O=C(NC(O)C(=O)c1ccc(F)cc1)c1ccc(F)cc1 (configuration not stated)
15%[59 µM] | 0% | 3 | -6% | -2% | 25% | 2% | -1% | -18% | O=C(Cn1cnc2ccccc2c1=O)Nc1nnc(SCc2ccc(Cl)cc2)s1
-28%[59 µM] | -17% | -5 | -4% | 12% | 17% | -10% | 2% | -16% | Cc1cc(N(C)Cc2ccccc2)n2nc(-c3ccc(C(C)(C)C)cc3)nc2n1
? | 15%[57.4 µM] | -1 | -4% | 4% | 63%[activator] | 4% | 0% | -4% | CC1CCc2nn(CC(=O)NCCN3CCOCC3)cc2C1 (configuration not stated)
? | 7% | 4 | -12% | 8% | -1% | ? | -25% | ? | Cc1ccc(-n2c(C)cc(C(=O)OCC(=O)N(CC(C)C)C3CCS(=O)(=O)C3)c2C)cc1 (configuration not stated)
8% | -16% | 5 | -12% | -7% | 28% | 3% | -5% | 9% | O=C1NC(c2ccc(F)cc2)Oc2ccccc21 (configuration not stated)
-7% | ? | 1 | -9% | -23% | 34% | -6% | -4% | 1% | C=CCc1c(C)nc(SCC(=C)C)[nH]c1=O
-3% | -1% | 5 | 1% | 5% | -7% | -20% | 11% | -17% | O=C(NCC1CCCCC1)c1ccc(Cl)nc1
nt | ? | 22 | 6% | 7% | -7% | ? | -20% | -18% | O=C(CN1C(=O)c2ccccc2S1(=O)=O)c1ccc(O)c(O)c1
3%[59 µM] | 9% | -3 | -1% | 0% | 44%[activator] | -13% | 2% | -24% | Cc1ccc(-c2cc(C(F)(F)F)n3nc(C(=O)NCCCn4ccnc4)cc3n2)cc1C
? | 214%[activator] | -9 | 7% | ? | -4% | 5% | 0% | -20% | CCOc1cc(C2Nc3ccccc3NC3=C2C(=O)CC(C)(C)C3)ccc1O (configuration not stated)
-1% | -27% | 1 | nt | -49% | 40%[activator] | 2%[57.1 µM] | -18% | 4% | CCOC(=O)CSC1=C(C#N)C(c2sccc2C)C(C(C)=O)=C(C)N1 (configuration not stated)
-4%[59 µM] | -29% | -3 | 3% | 5% | 32% | -7% | -19% | -20% | Cc1cccc(Cn2cc(S(=O)(=O)c3ccc(Cl)cc3)c(=O)c3cc4c(cc32)OCO4)c1
-9% | -11% | 1 | -6% | 15% | 33% | 1% | 23% | -11% | Cc1ccccc1NC(=O)C(NC1CCCCC1)C(C)C (configuration not stated)
? | 10% | -4 | -18% | 7% | 21% | 7% | -8% | -5% | CCC(=O)Nc1nnc(SCC(=O)NC2CCCC2)s1
nt | 0% | 4 | 13% | 33% | 17% | -8% | 6% | -10% | CC(=O)c1ccc(OCCCC(=O)Nc2cc(Cl)ccc2-n2cncn2)cc1
-7%[59 µM] | -14% | -1 | -4% | 2% | 37% | 2% | 13% | -16% | Fc1ccccc1NC(=S)N1CCN(c2ccccn2)CC1
7%[12.7 µM] | -1% | -3 | 10% | 27% | 19% | -5% | 7% | 3% | CN(C)S(=O)(=O)c1ccc(C(=O)Oc2ccccc2)cc1

An excerpt from above in order of the HP1b binding inh value, largest number first:
SMILES,G9a inh,12-LOX inh,PI4K2A block,ERG-DNA inh,RGS4 inhibitor,HP1b binding inh,BAZ2B inh,GLS inh,JMJD2A Tudor
COc1ccccc1CC(=O)Nc1ccc2[nH]ncc2c1,nt,-4%,-6,-3%,-3%,35%,12%,-18%,-14%
Cc1cc(OCCn2cc(C(=O)c3ccco3)c3ccccc32)ccc1Cl,9%[59 µM],-19%,-2,4%,2%,25%,-12%[57.1 µM],-7%,-22%
O=C(NCC1CCCCC1)c1ccc(Cl)nc1,-3%,-1%,5,1%,5%,-7%,-20%,11%,-17%

The list continues:
G9a inh | 12-LOX inh | PI4K2A block | ERG-DNA inh | RGS4 inhibitor | HP1b binding inh | BAZ2B inh | GLS inh | JMJD2A Tudor | structure
13% | -1% | -4 | 4% | 0% | 18% | -8%[57.1 µM] | 3% | -15% | CCn1cc(C(=O)N2CC(C)CC(C)C2)c(=O)c2cc(S(=O)(=O)N3CCCC3)ccc21 (configuration not stated)
29% | 0% | 0 | 8% | 15% | 12% | -15% | 5% | -12% | O=C(CN1CCN(Cc2ccccc2)CC1)NCc1ccc(Cl)cc1
? | -5% | 3 | 6% | -27% | 38% | -15% | 0% | -7% | C/C(=N\Nc1ccccc1C(=O)O)c1ccncc1
nt | -12% | -2 | 6% | 0% | 36%[activator] | -2% | 0% | -9% | CCc1cccc(NC(=O)c2cccc3c2C(=O)N(CC2CCCO2)C3)c1 (configuration not stated)
1% | -15% | -8 | -4% | -15%[56.9 µM] | 58%[activator] | -22% | 3% | -24% | CCCN(C(=O)c1ccc2c(SCC(=O)O)c3c(nc2c1)CCC3)c1cccc(C)c1
-8% | -14% | -3 | -14% | -5% | 40% | ? | 2% | -12% | O=C(Nc1nnc(C2CC2)o1)c1ccc(S(=O)(=O)N2CCc3ccccc3C2)cc1
-7% | -45% | -2 | 0% | 20% | 22% | -4% | 1% | 5% | O=C(O)c1cccc2c1C(=O)N(C1CCCC1)C2
3% | 0% | 1 | 0%[15.4 µM] | 0% | 47%[activator] | -3% | -5% | 4% | Cc1ccc(-n2c(SCC(N)=O)nnc2-c2cnccn2)cc1
5%[59 µM] | -11% | 2 | -6% | -3% | 20% | nt | 2% | -13% | CCc1cccc(C)c1NC(=O)CN(C)S(=O)(=O)c1cccc2nsnc12
6%[59 µM] | -16% | 3 | -2% | -1% | 18% | 2% | 8% | -7% | CCOC(=O)N(NC(=O)C(O)(c1ccccc1)c1ccccc1)c1ccccc1
118%[activator][59 µM] | -21% | 5 | 10% | 12% | 118%[activator] | 230%[activator] | -11% | 142%[activator] | CCSc1nc2ccccc2c(OCc2ccccc2Cl)c1C(=O)OC
5%[59 µM] | ? | 7 | -1% | -2% | 20%[57 µM] | 3% | -3% | -6% | COc1ccc(C)c2sc(NC(=O)c3ccc(S(=O)(=O)N4CCCC4)cc3)nc12

2 compounds drawn at random from those above:
G9a inh | 12-LOX inh | PI4K2A block | ERG-DNA inh | RGS4 inhibitor | HP1b binding inh | BAZ2B inh | GLS inh | JMJD2A Tudor | structure
29% | 0% | 0 | 8% | 15% | 12% | -15% | 5% | -12% | O=C(CN1CCN(Cc2ccccc2)CC1)NCc1ccc(Cl)cc1
-2%[59 µM] | 2% | 9 | -5% | 3% | 39%[activator] | -14% | -14% | -10% | CC(C)(C)NC(=O)C(c1ccccn1)N(C(=O)C1CSC(=O)C1)c1cccc(F)c1 (configuration not stated)

Next section:
G9a inh | 12-LOX inh | PI4K2A block | ERG-DNA inh | RGS4 inhibitor | HP1b binding inh | BAZ2B inh | GLS inh | JMJD2A Tudor | structure
11µM* | ? | -1 | 9% | -15% | -16% | ? | 29% | ? | O=C(/C=C/c1ccc2c(c1)OCO2)Nc1c(C(=O)O)[nH]c2ccccc12
7%[59 µM] | -5% | 2 | 3% | -30% | 5% | -20% | 7% | -6% | Cc1cccc(NC(=O)CNC(=O)COc2ccc(-c3ccc(C#N)cc3)cc2)c1C
26%[59 µM] | 47%[activator] | 6 | -11% | 21% | 59%[activator] | 6% | 2% | 9% | CCOC(=O)c1nnn(-c2nonc2-n2cccc2)c1CN1CCCCC1
1%[59 µM] | -17% | 3 | 6% | -5% | 8%[57 µM] | 2% | 5% | -1% | CC1CCN(C(=O)C2COc3ccccc3C2)CC1 (configuration not stated)
45µM* | -9% | 5 | 0% | -31% | 39%[activator] | -19% | -19% | -9% | O=C(CC1C(=O)NCCN1Cc1ccccc1C(F)(F)F)NC1CCCC1 (configuration not stated)
1% | 11% | 0 | 8% | -2% | 31% | 11% | 0% | -4% | COC(=O)c1ccc(OCC(O)CN2CCC(C)CC2)cc1 (configuration not stated)
-19% | 23% | 7 | 9% | -12% | 2% | -35% | 5% | -11% | CC(NS(=O)(=O)c1ccc2c(c1)OCCO2)c1ccccc1 (configuration not stated)

Some of the compounds tested, so the mix of outcomes need not match the whole.
